IDH1 R132H inh – qHTS for Inhibitors of mutant isocitrate dehydrogenase 1 (IDH1): qHTS. Isocitrate dehydrogenase [NADP] cytoplasmic (Homo sapiens), O75874. IDH1-R132H enzyme, NADPH consumption, diaphorase/resazurin fluorescence. Potency, µM (highest dose often 76.6 µM), for inactives: top-dose activity change, negative = inhibition, usual class: inhibitors. actives 0.093% (n = 390,000). AID 602179, 2012; also: potency is read from the fitted curve at half-maximal effect; % is scaled to controls: 0 for no effect and ±100 for the full control effect; nearly all actives have a fitted effect of over 65% in size
Target sequence (O75874 whole entry R132H, stated change not applied): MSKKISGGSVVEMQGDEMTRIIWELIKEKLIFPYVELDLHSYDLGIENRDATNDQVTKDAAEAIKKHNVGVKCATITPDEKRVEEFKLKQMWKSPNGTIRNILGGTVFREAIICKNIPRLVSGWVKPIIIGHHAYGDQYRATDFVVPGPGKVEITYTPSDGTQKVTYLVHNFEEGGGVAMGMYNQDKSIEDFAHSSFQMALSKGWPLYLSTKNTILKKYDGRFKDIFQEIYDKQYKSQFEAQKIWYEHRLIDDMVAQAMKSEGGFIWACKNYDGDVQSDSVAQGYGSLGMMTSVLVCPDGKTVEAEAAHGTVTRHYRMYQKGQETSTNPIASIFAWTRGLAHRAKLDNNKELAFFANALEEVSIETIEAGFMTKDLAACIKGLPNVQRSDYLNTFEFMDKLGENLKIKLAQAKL
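IDH1-R132H (0.5 ug/mL dispensed) in pH 7.5 Tris buffer was preincubated 30 min with compound, then given a substrate mix of 0.016 mM NADPH and 2 mM alpha-KG for 80 min at room temperature; remaining NADPH was read by diaphorase/resazurin fluorescence.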
USP1-UAF1 inh – Inhibitors of USP1/UAF1: Primary Screen. Ubiquitin carboxyl-terminal hydrolase 1 (Homo sapiens), O94782. recombinant USP1/UAF1, Ub-Rhodamine cleavage fluorescence. Potency, µM (top dose mostly 57.1 µM), for inactives: at the highest dose activity change, negative = inhibition, most hits filed as inhibitors. actives 0.23% (n = 390,000); also: potency is read from the fitted curve at half-maximal effect; % is scaled to controls: 0 for no effect and ±100 for the full control effect; nearly all actives have a fitted effect of over 60% in size; inactives centre near -12
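In this screen, compounds sit with the deubiquitinase complex (1nM) for 15 min at room temperature before Ub-Rho is added at 150nM final. Fluorescence rise is then followed for 6 reads every 60 seconds.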
TrxR1 inh – qHTS Assay for Inhibitors of Mammalian Selenoprotein Thioredoxin Reductase 1 (TrxR1): qHTS; Thioredoxin reductase 1, cytoplasmic (Rattus norvegicus), O89049; Potency, µM (doses to about 114 µM), for inactives: top-dose activity change, negative = inhibition, most hits filed as inhibitors; actives 1% (n = 390,000); recombinant rTrxR1, NADPH fluorescence consumption, selenite substrate; also: potency is read from the fitted curve at half-maximal effect; % is scaled to controls: 0 for no effect and ±100 for the full control effect; nearly all actives have a fitted effect of over 65% in size
Target sequence (O89049 whole entry, looked up): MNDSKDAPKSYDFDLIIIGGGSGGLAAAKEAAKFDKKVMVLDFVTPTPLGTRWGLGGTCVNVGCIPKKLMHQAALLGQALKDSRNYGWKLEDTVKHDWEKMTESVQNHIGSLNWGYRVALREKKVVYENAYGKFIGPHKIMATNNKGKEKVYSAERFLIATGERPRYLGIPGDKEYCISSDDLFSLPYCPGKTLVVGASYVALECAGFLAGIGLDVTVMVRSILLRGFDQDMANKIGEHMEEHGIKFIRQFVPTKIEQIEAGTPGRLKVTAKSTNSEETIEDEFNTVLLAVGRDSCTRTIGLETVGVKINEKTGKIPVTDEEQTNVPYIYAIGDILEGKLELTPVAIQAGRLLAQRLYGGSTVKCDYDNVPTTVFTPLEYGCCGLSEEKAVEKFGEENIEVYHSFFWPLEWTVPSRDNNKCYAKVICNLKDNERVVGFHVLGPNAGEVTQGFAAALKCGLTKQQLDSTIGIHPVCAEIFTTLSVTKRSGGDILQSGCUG
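Rat TrxR1 (90 nM in the dispensed reagent) was pre-reduced with 400 uM NADPH for 5 min at room temperature, then incubated with compound for 15 min. After 400 uM selenite was added, NADPH fluorescence (Ex 340/Em 450 nm) was followed for 8 min.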
PI4K2A block – qHTS for small molecular inhibitors of PI4K2A | Phosphatidylinositol 4-kinase type 2-alpha (Homo sapiens), Q9BTU6 | purified PI4K2A, ADP-Glo luminescence, 1 h; stronger effect = lower value | activity change, negative = inhibition, % at 76.9 µM | actives 0.13% (n = 420,000) | AID 1346378, 2018; in the data active = activity change below about -50%; inconclusive = mostly about -30% to -49%;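 also: -100% = wells without enzyme as full effect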
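In this quantitative HTS, ADP production by PI4K2A was quantified luminescently after 1 h at ambient temperature; 100 microM adenosine served as plate-quality control.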
TRHR ag – qHTS for Small Molecule Agonists and Allosteric Enhancers of Human TRH Receptor: Primary Screen for Agonists. Thyrotropin-releasing hormone receptor (Homo sapiens), P34981. TRHR cells, calcium flux fluo-8, FDSS agonist mode. activation, % at 2 µM. actives 0.18% (n = 360,000); in the data active = activation above about 30%; also: 0% is about no effect
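TRHR-expressing cells loaded with fluo-8 calcium dye; 23 nL library compound pin-transferred, kinetic FDSS fluorescence (Ex 480/Em 530) recorded about 180 s for agonist-induced calcium release, before a 10 nM TRH EC20 addition for potentiator mode.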
D2 ag – HTS Assay for Allosteric Agonists of the Human D2 Dopamine Receptor: Primary Screen for Agonists | actives 0.53% (n = 340,000) | activation, % at 2 µM | AID 485358, 2010 | HEK293 T-REx D2 cells, calcium flux agonist mode | D(2) dopamine receptor (Homo sapiens), P14416;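 active = activation over 3 SD above normal in the single-dose calcium agonist read, cut at about 30% in these data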; also: 0% is about no effect
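In this primary screen, compounds producing a positive calcium signal within 180 s of addition to tetracycline-induced, force-coupled HEK293 Trex D2 cells are flagged; cells are dye-loaded with a no-wash calcium kit beforehand.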
TRHR enhancer – qHTS for Small Molecule Agonists and Allosteric Enhancers of Human TRH Receptor: Primary Screen for Enhancers; Thyrotropin-releasing hormone receptor (Homo sapiens), P34981; TRHR cells, fluo-8 calcium fluorescence, EC20 TRH enhancement; enhancement, % at 2 µM; actives 0.66% (n = 360,000); in the data active = enhancement above about 30%; also: 0% is about no effect
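Enhancer read-out: after compound pinning and an initial kinetic agonist-mode read, an EC20 of TRH (10 nM final) was injected and fluo-8 calcium signal (Ex 480/Em 530) followed at 1 s/cycle for 100 cycles in TRHR-expressing cells.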
D2 antagonist – HTS Assay for Allosteric Antagonists of the Human D2 Dopamine Receptor: Primary Screen for Antagonists | HEK293 TREx D2 cells, calcium flux, dopamine EC80 | inhibition, % at 10 µM | actives 2% (n = 340,000) | AID 485344, 2010; in the data active = inhibition above about 30%; also: 0% is about no effect
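Cells plated overnight at 30 C with tetracycline; no-wash calcium dye, 30–90 min RT; 10 s baseline; compound pinned; 180 s read; EC80 dopamine added; another 180 s read.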
TrxR1 substrate – qHTS Assay for Substrates of Mammalian Selenoprotein Thioredoxin Reductase 1 (TrxR1): qHTS. Thioredoxin reductase 1, cytoplasmic (Rattus norvegicus), O89049. purified TrxR1 substrate turnover, NADPH consumption readout. Potency, µM (doses to about 114 µM), for inactives: at the top dose activity change, negative = substrate turnover. actives 0.01% (n = 390,000); also: potency is read from the fitted curve at half-maximal effect; % is scaled to controls: 0 for no effect and ±100 for the full control effect; nearly all actives have a fitted effect of over 50% in size
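Rat TrxR1, dispensed at 90 nM, was prereduced with 400 uM NADPH (final) for 5 min at ~22 deg C, then incubated with compound 15 min before 400 uM selenite. A first-read NADPH fluorescence drop versus no-compound background flagged substrates.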
Numbers without * were called inactive; ? = inconclusive; nt = not tested or not shown; [ ] = remark or other dose. Unless noted, calls follow the shape of the dose curve; as a rule, active = well fitted inhibition curve with a large enough effect; inconclusive = small, poorly fitted or top-dose-only effect; inactive = no such curve, though single readings can be large or run the other way.

SMILES	IDH1 R132H inh	USP1-UAF1 inh	TrxR1 inh	PI4K2A block	TRHR ag	D2 ag	TRHR enhancer	D2 antagonist	TrxR1 substrate
Cc1[nH]c2c(Br)cccc2c1[C@H]1[C@@H](CC#N)C1(C)C	8%	-21%	10%	1	0.0	-1.4	32*	1	-4%
COC(=O)c1sc(C(F)(F)F)c(-c2ccccc2)c1S(=O)(=O)N1CCCC1	1%	-10%	-2%[57.1 µM]	-2	-0.1	0.0	-7	1	-8%
CN1CCN(CCCNC(=O)c2cnn(-c3ccc(F)cc3)c2-n2cccc2)CC1	-7%	-9%	-3%	0	-0.1	nt	4	nt	-2%
COC(=O)[C@H](CCSC)NC(=O)Cn1cnc2c(OCc3ccccc3)ncnc21	1%	-4%	-2%	-1	nt	nt	nt	nt	-3%
CCc1cccc2c(C=C(C#N)C#N)cn(CC(=O)N3CCCCC3)c12	-2%	-2%	25%[57.1 µM]	6	nt	nt	nt	nt	10%[57.1 µM]
O=C(COC(=O)c1ccccc1O)Nc1ccc(OC(F)F)cc1	9%	-19%	9%[57.1 µM]	-4	-0.2	0.2	-1	-10	18%
COc1ccc(Br)cc1C(=O)Nc1ccc(N2CCCC2)cc1	-9%	-12%	21%	-11	1.2	0.0	-6	-2	7%
O=C1c2[nH]nc(-c3ccccc3O)c2C(c2cccc(Cl)c2)N1Cc1ccco1 (configuration not stated)	?	-16%	4%	6	-0.5	-0.6	5	-23	-7%
CCOC(=O)c1ccc(-c2ccc(/C=N/NC(=O)CN(c3ccccc3Cl)S(C)(=O)=O)o2)cc1	5%	?	-2%	-1	0.6	nt	2	nt	23%
CCOC(=O)C1NC(=O)CC1c1ccccc1 (configuration not stated)	3%	-5%	1%	2	1.1	0.5	1	-8	4%
O=C(Nc1ccccn1)C1CCN(S(=O)(=O)c2cccc3nonc23)CC1	2%	-5%	18%[57.1 µM]	3	0.3	0.7	-2	4	9%[57.1 µM]
CN(Cc1ccccc1)C(=O)COC(=O)c1cncc(Br)c1	6%	-13%	34%	-8	0.0	-0.1	3	-2	7%
CCCCNC(=O)c1cc2c(=O)n3cccc(C)c3nc2n1C	nt	nt	nt	nt	-0.1	0.5	-1	3	nt
COc1ccc(CC(=O)Nc2cc(-c3nc4cccnc4s3)ccc2C)cc1	-15%	-5%	-1%	0	0.5	0.7	7	nt	-6%
COc1ccc2c3c([nH]c2c1)C(C)N(C(C)=O)CC3 (configuration not stated)	-2%	-21%	7%[57.1 µM]	-2	1.7	-0.4	16	-21	1%[57.1 µM]

By substructure: the compounds so far with a cyano group (2)
SMILES	IDH1 R132H inh	USP1-UAF1 inh	TrxR1 inh	PI4K2A block	TRHR ag	D2 ag	TRHR enhancer	D2 antagonist	TrxR1 substrate
Cc1[nH]c2c(Br)cccc2c1[C@H]1[C@@H](CC#N)C1(C)C	8%	-21%	10%	1	0.0	-1.4	32*	1	-4%
CCc1cccc2c(C=C(C#N)C#N)cn(CC(=O)N3CCCCC3)c12	-2%	-2%	25%[57.1 µM]	6	nt	nt	nt	nt	10%[57.1 µM]

(list continues)
SMILES	IDH1 R132H inh	USP1-UAF1 inh	TrxR1 inh	PI4K2A block	TRHR ag	D2 ag	TRHR enhancer	D2 antagonist	TrxR1 substrate
Cc1ccc(SCC(=O)OC(C)C(=O)NCc2ccccc2)cc1 (configuration not stated)	3%	-15%	-4%	-5	-1.1	-1.9	1	28	-9%
O=C1/C(=C/c2cccnc2)SC(=S)N1CCc1ccccc1	-1%	-28%	15%	11	0.3	2.1	6	1	2%
CC(C(=O)NC1CCCC1)N1CCN(S(=O)(=O)c2ccccc2Cl)CC1 (configuration not stated)	-1%	-10%	5%[57.1 µM]	-2	0.6	-0.6	5	10	-1%[57.1 µM]
Cc1csc(SC(C)C(=O)Nc2ccc(F)cc2Cl)n1 (configuration not stated)	5%	-20%	15%[57.1 µM]	2	nt	nt	nt	nt	10%[57.1 µM]
COC(=O)c1c(C)[nH]c(C(=O)OCC(=O)NCC(C)C)c1C	-1%	-5%	3%	0	-0.4	-0.1	10	-8	-4%
O=C(CN1C(=O)c2ccccc2S1(=O)=O)c1ccccc1	0%	-14%	7%[57.1 µM]	7	0.4	0.4	1	24	8%[57.1 µM]
COc1ccc(CCNC(=O)C2CCN(S(=O)(=O)c3ccc(OC)cc3)CC2)cc1	13%	-20%	20%	1	-0.3	-0.5	-7	6	5%
CCCCCn1c(CCCNC(=O)c2ccccc2)nc2ccccc21	7%	-14%	4%	1	-0.2	-1.2	-2	nt	-7%
Cc1ccc(Nc2nc3ccccc3n3cnnc23)cc1Cl	-8%	-34%	38%	3	-0.4	-0.1	-3	-18	33%[activator]
Cc1cccc(C)c1OCc1cc(C(=O)NCc2ccc(Cl)s2)no1	7%	-15%	-3%	-6	1.2	0.3	4	-11	-8%
O=C(COc1ccc(Br)cc1)NNC(=S)NC(=O)c1ccccc1[N+](=O)[O-]	5%	-9%	-27%	-2	0.3	-0.9	-1	-1	-9%
Nc1cc2c(cc1Cl)N(Cc1ccccc1)C(=O)CO2	-6%	-14%	-8%	4	-0.1	0.2	3	15	-11%
COC(=O)CC1SCCNC1=O (configuration not stated)	2%	-9%	21%	4	0.7	0.8	-1	2	7%
O=C(NCc1ccco1)c1cc(-c2cccc(Cl)c2)on1	2%	0%	13%	0	0.2	2.2	1	-4	-7%
CC(=O)Nc1ccc(NC(=O)C(C)Sc2nnc(-c3ccc4c(c3)OCO4)o2)cc1 (configuration not stated)	-6%	2%	5%	13	nt	nt	nt	nt	1%
CCCc1nnc(SCC(=O)N2CCCCC2C)n1CCOC (configuration not stated)	3%	-22%	33%	-3	1.0	1.1	6	-7	14%
O=C(NNC(=O)c1ccccc1[N+](=O)[O-])c1cccs1	8%	-20%	-8%	-4	0.6	0.3	-5	4	-6%
C=CCn1c(C)cc(C(=O)Cn2ncc(Cl)c(Cl)c2=O)c1C	5%	-8%	?	-19	-0.6	-0.4	3	8	4%
O=C(CNC1=NCCC1)c1ccc2c(c1)OCCO2	7%	-12%	15%[57.1 µM]	4	0.6	0.4	-3	9	8%[57.1 µM]
COc1ccc(-c2cc(-c3ccc(O)cc3)nc(N)c2C#N)cc1OC	-8%	-21%	17%	7	-0.1	nt	1	nt	73%[activator]
COc1ccccc1-c1cc(C(F)(F)F)n2ncc(C(=O)N3CCc4ccccc4C3)c2n1	1%	?	35%	3	0.1	-1.3	-4	-8	30%[activator]
CC1(c2cccc(Br)c2)NC(=O)N(CC(=O)N2CCc3ccccc32)C1=O (configuration not stated)	-2%	4%	10%	2	-0.3	0.7	5	-24	-4%
CCC(C)(CCNC(=O)Cc1ccccc1)c1ccccc1OC (configuration not stated)	0%	-15%	35%	-1	0.2	-1.3	-6	-44	3%
CCOC(=O)C1CCN(C(=O)CCNS(=O)(=O)c2ccc(C)cc2)CC1	10%	-19%	11%	-1	-2.9	-0.1	5	-9	1%
CCc1ccc([C@H]2C(C(=O)O)=C[C@@H](CC)N2S(=O)(=O)c2ccc(C)cc2)cc1	5%[38.3 µM]	-9%	24%	-6	nt	nt	nt	nt	15%
N#CCCN(Cc1cccnc1)S(=O)(=O)c1ccc(S(=O)(=O)N2CCCCCC2)cc1	-21%	-18%	17%	7	-0.1	0.2	-8	-11	6%
Cc1nc(CSc2ccccc2)cc(=O)[nH]1	7%	-20%	30%	0	0.1	1.8	2	-8	10%
COc1cc(C(=O)Nc2ccccn2)cc(OC)c1OC	5%	-14%	-8%	1	1.0	-0.5	-3	0	-6%
C#CCOCCOCCOCCNc1nc(N2CCN(C(=O)[C@H]([C@@H](C)CC)n3cc([C@@H](N)CC(C)C)nn3)CC2)nc(N2CCN(C(=O)[C@H](Cc3ccc(O)cc3)n3cc([C@@H](N)CC(C)C)nn3)CC2)n1	-3%	-3%	?	-7	0.2	-0.4	-2	11	7%[57.1 µM]
CCCCc1ccc(Nc2ncccc2C#N)cc1	-2%	-19%	-4%	-9	0.5	1.4	-14	3	-5%
O=C(Nc1cccc(F)c1)C1C2C=CC3(CN(CCCN4CCOCC4)C(=O)C13)O2 (configuration not stated)	3%	-21%	22%[57.1 µM]	-6	-0.2	0.6	0	-12	7%[57.1 µM]
CCc1nn2c(=O)cc(COC(=O)c3cccc(NC(=O)c4ccccc4Cl)c3)nc2s1	-11%	-11%	7%[57.1 µM]	0	-1.0	nt	-3	nt	-1%[57.1 µM]
CCCn1c2ccccc2c2cnn(CC(=O)NCc3cc(OC)ccc3OC)c(=O)c21	6%	-9%	-4%	3	-0.3	-0.1	5	nt	-5%
Cc1c(NC2=NC(C)(C)Cc3ccccc32)c(=O)n(-c2ccccc2)n1C	-3%	-14%	13%[0.457 µM]	-2	0.4	0.3	13	-15	-6%
Cc1cc(Nc2ccccc2)n(C(=O)c2ccccc2)n1	9%	-16%	-6%	-2	-0.5	-0.3	4	-3	-7%

Rows were taken by chance; any-hit rate near 3.9%.
